# aGal spleen mod = inhibitors or activators of human alpha-galactosidase in spleen homogenate; human spleen homogenate, 4MU-alpha-Gal fluorescence, 40 min; Potency, µM (top dose mostly 80 µM), without a hit: at the highest dose activity change, negative = inhibition, actives largely listed as inhibitors; 240,000 tested, 0.008% active;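 note: potency is the fitted concentration of half-maximal effect; 0% = enzyme with vehicle and -100% = no enzyme basal signal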
# Target sequence (P06280 32-429 limits assumed): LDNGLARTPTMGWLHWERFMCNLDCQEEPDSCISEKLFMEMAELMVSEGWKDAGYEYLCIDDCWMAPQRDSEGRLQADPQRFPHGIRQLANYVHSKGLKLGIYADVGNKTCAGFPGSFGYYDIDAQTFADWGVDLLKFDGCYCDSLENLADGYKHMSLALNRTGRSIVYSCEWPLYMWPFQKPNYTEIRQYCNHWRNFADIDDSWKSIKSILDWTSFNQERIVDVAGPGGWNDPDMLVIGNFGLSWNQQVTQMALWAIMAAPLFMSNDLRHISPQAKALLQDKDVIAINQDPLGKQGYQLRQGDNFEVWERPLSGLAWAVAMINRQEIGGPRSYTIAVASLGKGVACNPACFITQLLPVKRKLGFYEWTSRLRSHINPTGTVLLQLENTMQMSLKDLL
#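 Fluorogenic readout (Ex 365/Em 440 nm) of 4-methylumbelliferone released from 1 mM 4-MU-alpha-galactoside by spleen homogenate, 40 min at 37C, pH 5.0. Data normalized to no-enzyme and enzyme controls; Hill-equation AC50 from compound titrations.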
# TexasRed fluor = Texas Red fluorescence interference in TRb-SRC2 counter-screen; AID 1479; 280,000 tested, 0.29% active; TRb/SRC2 Texas Red total fluorescence interference; Potency, µM (top dose mostly 106 µM), for the others: at the top dose fluorescence change, negative = quenching; active = well fitted curve in either direction with a large enough effect; inconclusive = small, poorly fitted or top-dose-only effect; note: potency is the fitted concentration of half-maximal effect; % is set by controls: 0 for no effect and ±100 for the full control effect
#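 Human TRβ ligand-binding domain (0.6 uM) and Texas Red SRC2 peptide (20 nM) in Tris buffer with 1 uM T3 and 5% DMSO were incubated with pinned compound for 5 hr at ambient temperature. Total fluorescence was computed as S + 2P (555/632 nm).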
# Epigenetic derep = regulators of epigenetic silencing causing reporter derepression in mouse cells | murine LDR cells, GFP reporter derepression, 30 h | Potency, µM (series often up to 53.9 µM), inactives show at the highest dose GFP activation, actives largely listed as activators | 280,000 tested, 0.2% active | AID 1865; note: potency is the fitted concentration of half-maximal effect; % of control where 0% means no effect; nearly all actives have a fitted effect of over 60% in size
#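 In this reporter-derepression format, murine cells bearing a silenced integrated CMV-GFP locus incubate with test compound (30 h, 37 C), then are washed and imaged; fluorescent objects of 20–120 um count as induced cells.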
# Tau fluor counter = counter-screen for tau fibril formation inhibitors | tau K18 P301L (four-repeat tau fragment) Alexa594 fluorescence, heparin fibrillization | Potency, µM (doses to about 57.7 µM), without a hit: at the highest dose activity change, negative = decrease | 280,000 tested, 0.93% active | AID 1463; note: potency is the fitted concentration of half-maximal effect; % is set by controls: 0 for no effect and ±100 for the full control effect; nearly all actives have a fitted effect of over 55% in size
#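 Human K18 P301L tau (15 uM unlabeled plus 0.24 uM Alexa 594-labeled, final) in 100 mM sodium acetate pH 7 was mixed with compound and 20 uM heparin and incubated 6 hr at 37 C.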
# Tau FP inhib = inhibitors of human tau fibril formation | P10636 | K18 P301L tau heparin fibrillization, Alexa594 FP, 6 h | Potency, µM (series often up to 57.7 µM), for the others: top-dose activity, negative = inhibition, most hits filed as inhibitors | 280,000 tested, 0.39% active | AID 1468; note: potency is the fitted concentration of half-maximal effect; % is set by controls: 0 for no effect and ±100 for the full control effect; nearly all actives have a fitted effect of over 55% in size
# Target sequence (P10636 561-689 P618L limits assumed): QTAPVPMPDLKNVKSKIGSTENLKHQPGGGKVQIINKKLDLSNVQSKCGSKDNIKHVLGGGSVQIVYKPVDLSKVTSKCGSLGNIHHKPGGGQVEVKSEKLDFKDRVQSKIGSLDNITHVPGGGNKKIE
#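 K18 P301L tau (15 uM unlabeled/0.24 uM Alexa 594-labeled, final) + compound + heparin 20 uM final; 100 mM NaOAc pH 7; 6 hr 37 C; ThT 30 uM final added, 1 hr RT; FP ex 555/em 632 nm.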
# CBFb RUNX1 block = blocks binding between human CBF-beta and RUNX1. AlphaScreen CBFb-His/RUNX1-biotin binding, biochemical. Potency, µM (series often up to 59.8 µM), for the others: top-dose activity, negative = inhibition, actives largely listed as inhibitors. 230,000 tested, under 10 active. AID 1477; note: % of control where 0% means no effect
#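 Read-out: AlphaScreen. Format: His-CBF-beta with biotinylated RUNX1 (30 nM each) preincubated 20 min, compound 15 min, Ni-chelate plus streptavidin beads 90 min; room temperature throughout.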
# NPSR antag = antagonists of human neuropeptide S receptor cAMP signaling. AID 1461. Q6W5P4. CHO-NPSR cells, cAMP TR-FRET, antagonist mode. 220,000 tested, 1% active. Potency, µM (highest dose often 38.3 µM), inactives show at the top dose activity change, negative = inhibition, most hits filed as inhibitors; note: potency is the fitted concentration of half-maximal effect; % is set by controls: 0 for no effect and ±100 for the full control effect; nearly all actives have a fitted effect of over 50% in size; many of its hits are not listed in these tables
# TRb SRC2 PPI = disrupts binding of human TR beta to SRC2 | P10828 | TRbeta-SRC2 peptide binding, fluorescence polarization; receptor liganded with 1 µM T3 | Potency, µM (doses to about 106 µM), for the others: at the highest dose activity change, negative = inhibition, hits mostly inhibitors | 280,000 tested, 0.065% active;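 note: potency is the fitted concentration of half-maximal effect; plate controls were bound peptide for no effect and peptide without receptor for full effect; nearly all actives have a fitted effect of over 50% in size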
# Target sequence (P10828 whole entry, looked up): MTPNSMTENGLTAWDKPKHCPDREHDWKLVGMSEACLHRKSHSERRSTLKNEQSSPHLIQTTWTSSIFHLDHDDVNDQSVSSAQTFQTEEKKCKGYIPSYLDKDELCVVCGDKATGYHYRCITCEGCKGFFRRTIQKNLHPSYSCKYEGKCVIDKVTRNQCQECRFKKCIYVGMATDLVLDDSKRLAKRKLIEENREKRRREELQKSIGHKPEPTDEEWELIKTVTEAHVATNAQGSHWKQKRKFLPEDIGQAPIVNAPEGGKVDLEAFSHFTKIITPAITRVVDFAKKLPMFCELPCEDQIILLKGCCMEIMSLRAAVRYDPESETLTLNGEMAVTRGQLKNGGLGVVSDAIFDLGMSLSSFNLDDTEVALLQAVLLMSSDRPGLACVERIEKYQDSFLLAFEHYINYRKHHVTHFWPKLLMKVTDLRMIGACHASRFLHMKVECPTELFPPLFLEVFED
#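 Read-out is fluorescence polarization (555 nm excitation, 632 nm emission) of a Texas Red SRC2 coactivator peptide; loss of signal reflects blocked binding to human TRb ligand-binding domain in the presence of 1 uM T3.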
# * = called active by the depositor; ? = inconclusive; . = no result given; [ ] = another dose, or the depositor's remark. Unless noted, calls come from the whole dose curve; as a rule, active = well fitted curve in the direction sought with a large enough effect; inconclusive = small, poorly fitted or top-dose-only effect, or another doubt; inactive = no such curve, though single readings can be large; an effect the other way counts as inactive or inconclusive. This is a subset (hit frequency here may not be typical).
SMILES,aGal spleen mod,TexasRed fluor,Epigenetic derep,Tau fluor counter,Tau FP inhib,CBFb RUNX1 block,NPSR antag,TRb SRC2 PPI
CCOc1ccc(OC(=O)C(CCS(C)(=O)=O)N2C(=O)c3ccccc3C2=O)cc1 (stereo not given),7%,-6%,-0.2%,-13%,-4%,-6%,-3%[46.1 µM],4%
O=C1c2ccccc2NC(c2ccc(Cl)cc2Cl)N1O (stereo not given),-10%,-3%,0.0%,-9%,6%,-4%,-23%[46.1 µM],-6%
CC(C)c1cccc(C(C)C)c1NC(=O)c1ccccc1,-3%,0%,-0.4%,5%,7%,16%,9%,1%
Cc1ccc(C)c(N2CCN(C(=O)CCc3c(C)nn(-c4ccc(N5CCCC5)nn4)c3C)CC2)c1,.,0%,0.0%,2%,0%,.,.,3%
O=C(Nc1cc(Cl)ccc1Cl)c1cc(S(=O)(=O)N2CCc3ccccc3C2)ccc1F,.,0%,2.6%,-6%,-9%,.,.,2%
C/C(=N\N=C\c1ccc(N(C)C)cc1)c1cccc([N+](=O)[O-])c1,3%,-6%,0.0%,-29%,9%,-16%,0%,7%
O=C(CCCSc1nc2ccccc2[nH]1)Nc1nnc(-c2ccccc2)o1,7%,-2%,3.0%,-9%,-1%,-6%,-6%[46.1 µM],11%
COc1cc(NC(=O)CCCN2C(=O)CCn3nc(-c4cn(C)c5ccccc45)cc32)cc(OC)c1,.,2%,0.0%,?,11%,.,.,-3%
CCNCc1cc(Cl)cc(OC)c1OC(C)C,9%,-2%,1.5%,8%,-3%,16%,20%,3%
CCCCc1[nH]nc2c1C1(C(=O)N(CC)c3ccccc31)C(C#N)=C(N)O2 (stereo not given),-5%,-2%,3.5%,-12%,0%,14%,-9%[46.1 µM],-2%

# Whole records as entered above:
# CC(C)c1cccc(C(C)C)c1NC(=O)c1ccccc1 reads aGal spleen mod = -3%; TexasRed fluor = 0%; Epigenetic derep = -0.4%; Tau fluor counter = 5%; Tau FP inhib = 7%; CBFb RUNX1 block = 16%; NPSR antag = 9%; TRb SRC2 PPI = 1%
# C/C(=N\N=C\c1ccc(N(C)C)cc1)c1cccc([N+](=O)[O-])c1 reads aGal spleen mod = 3%; TexasRed fluor = -6%; Epigenetic derep = 0.0%; Tau fluor counter = -29%; Tau FP inhib = 9%; CBFb RUNX1 block = -16%; NPSR antag = 0%; TRb SRC2 PPI = 7%

# (continued)
SMILES,aGal spleen mod,TexasRed fluor,Epigenetic derep,Tau fluor counter,Tau FP inhib,CBFb RUNX1 block,NPSR antag,TRb SRC2 PPI
CCc1ccc2c(c1)-c1ccccc1S(=O)(=O)N2CC(=O)N1CCC(C)CC1,.,-8%,-3.2%,-11%,6%,.,.,-8%
Cc1ccc(-n2nc(C)c3c(C)c(CCC(=O)NCc4ccccc4Cl)c(C)nc32)cc1C,.,-6%,-0.3%,-13%,0%,.,.,2%
Cc1ccc(S(=O)(=O)N(C)CCCC(=O)Nc2cccc3ccccc23)cc1,-10%,1%,1.0%,-12%,4%,0%,2%,7%
COc1ccc([C@H]2C=C(C(=O)O)O[C@@H](OCCCCO)C2)cc1,10%,-2%,-0.3%,-1%,3%,1%,9%,-2%
Cc1ccc(-n2ccc(=O)c(C(=O)O)n2)cc1,6%,-1%,-2.9%,0%,-6%,-1%,-7%[46.1 µM],-7%
CC(C(=O)NCc1ccccc1)N1Cc2ccccc2C1=O (stereo not given),.,6%,-1.2%,-3%,0%,.,.,0%
COc1c(N2CCN(C(=S)NCc3ccccc3)C(C)C2)c(F)cc2c(=O)c(C(=O)O)cn(C3CC3)c12 (stereo not given),6%,3%,0.2%,-18%,-9%,-10%,?,0%
CCc1ccc(OCC(=O)NCCN(C)C)c(Br)c1,3%,-4%,0.1%,-2%,-9%,2%,-2%[46.1 µM],0%
CCN(CC)Cc1ccccc1Sc1ccccc1,2%,1%,2.1%,0%,-5%,0%,13%,5%
CC1C(=O)CCC1(C(=O)O)c1ccccc1 (stereo not given),-4%,-1%,-0.1%,-2%,3%,6%,7%[46.1 µM],-17%
CCCOc1ccc(N2C(=O)CC(SC(=NC)Nc3ccc(F)cc3)C2=O)cc1 (stereo not given),4%,-2%,0.0%,-22%,-10%,6%,-4%[46.1 µM],0%
Cc1ccc(N(C)C(=O)Cn2cnc3onc(-c4ccc(F)cc4)c3c2=O)cc1C,.,-19%,-1.3%,?,-11%,.,.,-5%
S=C(NCCc1ccccc1)N1CCN(C23CC4CC(CC(C4)C2)C3)CC1,8%,-3%,-2.2%,-13%,5%,-9%,-37%,3%
COCCSc1nnc(NC(=O)c2cc(C(=O)OC)cc([N+](=O)[O-])c2)s1,2%,-9%,2.7%,-16%,6%,5%,-26%,-1%
CC(=O)N1Cc2ccccc2CC1C(=O)O (stereo not given),27%,2%,7.2%,-5%,0%,2%,0%[46.1 µM],-23%
O=C(CCS(=O)(=O)Cc1ccc(Cl)cc1)NCCc1ccccc1,-9%,1%,7.1%,-5%,1%,0%,10%,-7%
CC(C)c1ccc(Nc2c(-c3ccc(N(C)C)cc3)nc3cnccn23)cc1,.,-3%,?,?,3%,.,.,-1%
S=C(Nc1ccccc1)Nc1ccccc1-n1cccc1,3%,-1%,0.5%,-11%,-4%,0%,12%,3%
Cc1ccc(C(=O)NCCOc2cccc3cccnc23)cc1Cl,8%,-1%,1.1%,12%,-2%,0%,-15%,-3%
COc1ccc(-c2sc(NC(C)=O)nc2-c2ccccc2)cc1,5%,0%,-0.9%,?,?,-7%,5%,2%

# Seven records drawn at random from the list so far:
SMILES,aGal spleen mod,TexasRed fluor,Epigenetic derep,Tau fluor counter,Tau FP inhib,CBFb RUNX1 block,NPSR antag,TRb SRC2 PPI
CC(C)c1ccc(Nc2c(-c3ccc(N(C)C)cc3)nc3cnccn23)cc1,.,-3%,?,?,3%,.,.,-1%
O=C(CCS(=O)(=O)Cc1ccc(Cl)cc1)NCCc1ccccc1,-9%,1%,7.1%,-5%,1%,0%,10%,-7%
S=C(Nc1ccccc1)Nc1ccccc1-n1cccc1,3%,-1%,0.5%,-11%,-4%,0%,12%,3%
COCCSc1nnc(NC(=O)c2cc(C(=O)OC)cc([N+](=O)[O-])c2)s1,2%,-9%,2.7%,-16%,6%,5%,-26%,-1%
Cc1ccc(N(C)C(=O)Cn2cnc3onc(-c4ccc(F)cc4)c3c2=O)cc1C,.,-19%,-1.3%,?,-11%,.,.,-5%
CCCOc1ccc(N2C(=O)CC(SC(=NC)Nc3ccc(F)cc3)C2=O)cc1 (stereo not given),4%,-2%,0.0%,-22%,-10%,6%,-4%[46.1 µM],0%
CC(=O)N1Cc2ccccc2CC1C(=O)O (stereo not given),27%,2%,7.2%,-5%,0%,2%,0%[46.1 µM],-23%

# Following part.
SMILES,aGal spleen mod,TexasRed fluor,Epigenetic derep,Tau fluor counter,Tau FP inhib,CBFb RUNX1 block,NPSR antag,TRb SRC2 PPI
COc1cc(OC)cc(C(=O)N[C@H](C(=O)OCC(=O)Nc2sccc2C#N)C(C)C)c1,2%,-4%,-1.5%,-16%,-8%,-20%,-2%,-1%
COc1ccccc1Cn1c(C2CC(=O)N(c3ccccc3OC)C2)nc2ccccc21 (stereo not given),.,-1%,-2.3%,-15%,4%,.,.,-7%
CCOC(=O)C1=C(C)Nc2nc(C)nn2C1c1cc(OC)ccc1OC (stereo not given),-1%,2%,-3.1%,-6%,-2%,8%[2.36 µM],7%,-7%
CCc1cc2c(N[C@@H](C)C(=O)O)ncnc2s1,-3%,-2%,0.0%,5%,5%,2%,4%[46.1 µM],-10%
COc1ccc(COC(=O)Nc2cc3c(C(F)(F)F)nn(C)c3s2)cc1,5%,-5%,0.5%,?,3%,3%,-4%[46.1 µM],-5%
CC(NC(=O)c1ccccc1)c1nc2ccccc2n1Cc1ccc(Cl)cc1 (stereo not given),.,-5%,0.0%,-12%,-4%,.,.,0%
CCOC(=O)c1cc(C(=O)n2cc(Cl)cn2)nn1C,-3%,-1%,0.0%,4%,-1%,3%,17%,-1%
Cc1ccsc1-c1nc(CSCC(=O)NCCN2CCCC2)c(C)o1,-3%,3%,1.1%,-4%,4%,0%,-13%[46.1 µM],0%
COc1cc(OC)c2c(-c3ccccc3)cc(=O)oc2c1C(CCN1CCOCC1)c1ccc(N(C)C)cc1 (stereo not given),9%,1%,-1.0%[40.7 µM],-24%,12%,?,.,6%
CC(CCc1ccccc1)N(C)CC(O)c1cccc([N+](=O)[O-])c1 (stereo not given),-4%,-2%,-1.0%,-10%,3%,6%,2%,4%
COc1ccc(CNC(=O)CCC(=O)Nc2nnc(CC(C)C)s2)cc1,-2%,-1%,1.6%,-10%,-15%,-3%,19%,-2%
CCOc1cc(/C=C2\C(=O)NN(c3ccccc3)C2=O)cc([N+](=O)[O-])c1O,-4%,-5%,0.7%,-23%,-12%,-23%,?,-5%
Cc1ccc(CN=c2c([N+](=O)[O-])nn(-c3ccc(Cl)cc3)n2O)cc1,-10%,-1%,-2.6%,2%,10%,-6%,12%,-6%
COC(=O)c1cc2sc(Cl)cc2n1CC(=O)Nc1ccc(OC)c(OC)c1OC,16%,1%,2.3%,-28%,5%,1%,?,-2%
Cc1ccccc1NC(=O)c1csc2c1CCCC2,15%,-2%,-3.4%,0%,-1%,-9%,4%[46.1 µM],0%
Cc1cccc(S(=O)(=O)N/N=c2\sc3ccccc3n2C)c1,2%,-4%,-1.2%,5%,-2%,13%,-17%,-2%
CC1CCN(C(=O)CCc2nc3cc(S(=O)(=O)N(C)C)ccc3n2C)CC1,0%,1%,-0.1%,2%,7%,-2%,-2%[46.1 µM],8%
COc1cc(NC(=O)c2cc(-c3cccc(OC)c3)n[nH]2)cc(OC)c1,.,-1%,0.4%,?,?,.,.,-2%
COc1cc2c(cc1Cl)C(=O)C(F)(c1ccccc1)C(=O)N2 (stereo not given),4%,-3%,-0.4%,?,?,2%,-2%[7.67 µM],-1%
CCOC(=O)c1oc2ccccc2c1NC(=O)c1ccc2c(c1)OCO2,-1%,-2%,-0.4%,-24%,-9%,5%,-25%[46.1 µM],-4%
